LANA DNA inh: KSHV C-LANA DNA binding inhibition; MBP-C-LANA/FAM-LBS DNA binding, fluorescence polarization; inhibition, % at 9 µM; 0.078% of 340,000 active;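 active = highest replicate inhibition at or above 60% at 9 µM, even if other replicates fall short; inactive = all replicates below 60% inhibition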;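 also: 0% = neutral control wells and 100% = 4 µM acridine orange control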
SUMO Mot1 rescue: inhibitors of SUMOylation pathway: yeast Mot1-301 growth rescue. S. cerevisiae Mot1-301 growth rescue, ATP luminescence, 38.5C; percent above DMSO median, 100 means doubled. growth rescue, % at 18.8 µM. 1% of 320,000 active;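 active = every valid replicate shows activation above 250% relative to neutral control wells; inactive = the rest, any valid replicate at or below 250%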;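 also: OY570 slx delta 5 strain wells were the positive control but not used for scaling; some compounds called inactive have numbers as strong as hits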
dFosB activator: activators of mouse delta FosB homodimer; P13346; purified delta FosB, TAMRA-CDK5 oligo fluorescence polarization; percent of positive-control signal above neutral wells; activation, % at 25 µM; 0.99% of 340,000 active; AID 493131;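 active = mean activation above about 17%, with every replicate also reaching it, limit read from the data, passing the limit was not always enough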;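 also: fluorescence polarization rise as delta FosB binds a TAMRA Cdk5 AP-1 oligo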
Rtt109 Vps75: blocks Candida albicans Rtt109/Vps75 acetyltransferase activity. AID 540336. inhibition, % at 34.9 µM. purified Rtt109/Vps75, ThioGlo CoA-SH fluorescence, 4 h. 0.16% of 330,000 active. Q5AAJ8;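 active = inhibition of at least 50% in every replicate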
NSD2 inh: inhibitors of human histone methyltransferase NSD2; AID 743445; NSD2 peptide methylation, AlphaScreen, 120 min; inhibition, % at 12.5 µM; 0.54% of 310,000 active; in the data active = inhibition above about 50%
CDK5 inh: CDK5/p35 (human) kinase inhibition | Recombinant CDK5/p35, ADP-Glo luminescence, 60 min | inhibition, % at 10 µM | Q00535+Q15078 | 0.01% of 330,000 active | AID 488839;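 active = highest replicate inhibition of at least 50% and at least 75% of replicates reaching 50%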;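 also: plate controls were DMSO neutral control for no effect and GW8510 at 10 µM for full effect; many of its hits are not listed in these tables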
Cardiac RTF inh: cardiac RTF calcium desensitization; 0.12% of 340,000 active; IANBD-labeled cardiac RTF, Ca2+ fluorescence; AID 493244; inhibition, % at 7.15 µM;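 active = inhibition above the mean inhibition of all tested compounds plus 3 SD, cut at about 17% in these data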;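 also: assay run at fixed EC70 calcium of 1.6 mM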
RTF Ca sens act: cardiac RTF calcium sensitization; P19429+P45379; IANBD-labeled TnC RTF fluorescence at EC20 calcium; 0% EC20 calcium, 100% full calcium; activation, % at 7.2 µM; 0.24% of 340,000 active;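 active = activation above the mean over all tested compounds plus 3 SD, cut at about 30% in these data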;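 also: rise in fluorescence read as greater calcium sensitivity of cardiac thin filaments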
PfHsp90 yeast 2: inhibits growth of yeast expressing Plasmodium falciparum Hsp90; S. cerevisiae expressing PfHsp90, BacTiter-Glo ATP, 48 h; yeast lacking PDR1 and PDR3 efflux regulators; 0.32% of 310,000 active; inhibition, % at 9.4 µM; AID 504621;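 active = every replicate shows inhibition above about 80%, whatever the replicate mean, limit read from the data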;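 also: 0% = DMSO neutral controls and 100% = 20 µM radicicol positive controls; yeast relying on Plasmodium falciparum Hsp90 in place of its own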
Keap1-Nrf2 PPI: inhibitors of human Keap1-Nrf2 protein-protein interaction; Q14145; Keap1 Kelch-Nrf2 peptide fluorescence polarization, 1536-well; inhibition, % at 9.4 µM; 0.15% of 340,000 active; AID 504523; in the data active = inhibition above about 12%;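 also: human Keap1 Kelch domain with fluorescein labeled Nrf2 9mer peptide probe; 0% = neutral control wells and 100% = peptide positive control; higher means more block of Keap1 binding to Nrf2 peptide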
PvdQ inh: blocks Pseudomonas aeruginosa PvdQ acylase activity; 0.063% of 340,000 active; inhibition, % at 10 µM; purified PvdQ acylase, fluorescence plate reader; in the data active = inhibition above about 30%, passing the limit was not always enough;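 also: 0% = vehicle neutral wells and 100% = reference inhibitor wells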
* marks the source's active call; other numbers are inactive results; . = no result given. An unsorted share of the library; overall some 3.2% were active at least once.

SMILES	LANA DNA inh	SUMO Mot1 rescue	dFosB activator	Rtt109 Vps75	NSD2 inh	CDK5 inh	Cardiac RTF inh	RTF Ca sens act	PfHsp90 yeast 2	Keap1-Nrf2 PPI	PvdQ inh
CCOC(=O)C(C)(C)Oc1ccc(Cl)cc1	0.8	-10	4	-3	.	0.2	9	4	-1	0	2
Cc1c(C(=O)N2CCN(C3CCS(=O)(=O)C3)CC2)oc2ccc(Cl)cc12 (centres undefined)	0.6	.	3	2	0	-0.6	-8	2	19	-3	-13
O=C(/C=C/c1c(F)cccc1Cl)Nc1nc2ccccc2[nH]1	1.8	6	-6	-38	4	-2.0	-3	6	13	-3	-12
Cc1cc(C)c(C)c(OCC(=O)N2CCCCCC2)c1	1.0	-14	-4	1	-1	1.5	-27	2	.	0	-7
C=CCNC(=S)NNc1ncnc2sc3c(c12)CC(C)(C)OC3	1.5	-11	-1	13	1	-1.4	-5	5	-38	-6	-11
CCOC(=O)C1=C(N)Oc2cc(C)n(C)c(=O)c2C1c1ccncc1 (centres undefined)	0.0	694	0	-2	-4	-0.5	4	-3	.	-2	14
CN(CC(=O)NC1CC(C)(C)NC(C)(C)C1)S(=O)(=O)c1ccc(Br)cc1	-1.4	-12	-6	6	6	1.3	-10	-2	12	-1	-10
COC(=O)c1nnc(-c2ccccc2)nc1OC	0.1	-17	4	-2	-1	1.4	-7	0	.	0	6
C=CCNC(=O)c1c(Cl)nc(C)c([N+](=O)[O-])c1C	0.8	17	-2	0	-1	-0.4	-8	10	30	-4	-7
Cc1cccc(NCc2nc(SCC(N)=O)n[nH]2)c1	0.3	-34	-4	25	0	0.3	8	-3	-15	2	-2
COCc1ccc(C(=O)N2CCCC(N3CCN(c4ccc(F)cc4)CC3)C2)o1 (centres undefined)	-0.1	-2	-1	-9	2	0.5	-4	3	3	3	-5
CCCc1c(C(=O)N/N=C/c2c(OC)ccc3ccccc23)nnn1-c1nonc1N	0.3	-12	13	-14	-4	-0.5	-10	-1	3	2	0
Cc1[nH]c2ccccc2c1C(=O)C(=O)NCCc1ccc(S(N)(=O)=O)cc1	-0.9	33	-8	-13	-1	0.3	2	6	4	4	5
CCN(CC)S(=O)(=O)c1ccc(NC(=O)COC(=O)CNS(=O)(=O)/C=C/c2ccccc2)cc1	-2.9	4	-8	-1	-1	0.7	0	4	2	-3	14
COc1ccc(/C=C/C(=O)NCc2cccnc2)cc1	1.0	25	-2	5	-2	-1.1	1	1	-3	0	-16
COc1cc(C(=O)Nc2ccccc2C(=O)Nc2ccccn2)cc(OC)c1OC	3.9	255	-20	-4	0	0.5	-6	1	3	2	-12
CCN(CC(=O)Nc1c(F)cccc1F)C(=O)c1ccc2c(c1)NC(=O)C(C)S2 (centres undefined)	-0.8	4	-11	5	0	1.3	-5	3	-15	5	-3
CCCn1c(=O)c(C(=O)Nc2ccccc2)c(O)c2ccccc21	1.0	10	-9	-13	1	-0.9	-2	-5	.	-5	-9
Cc1ccc(CC(=O)NC2CCSC2=O)cc1 (centres undefined)	-0.3	.	7	-7	-2	-0.8	7	-1	3	-2	-2
COc1cc(CNCCc2ccccc2)ccc1OCC(=O)NC(C)(C)C	0.7	9	-8	8	2	1.2	-8	4	-2	-6	7
O=C(O)CCCCCn1c(SCC(=O)N2CCCC2)nc2ccsc2c1=O	-1.2	29	-5	-3	.	-4.1	-1	3	26	-3	-14
COc1ccc(NC(C)=O)c(C)c1	0.4	0	1	4	-2	3.0	-6	4	1	0	12
CCOC(=O)C1=CN2CCC[C@H]2CC1=O	0.9	.	-7	-1	.	2.1	-1	3	-7	-4	-10
COc1ccc(-c2cn3c(C)c(C(=O)Nc4cccc(C)n4)sc3n2)cc1	-1.3	6	-7	-2	14	-0.1	-1	0	10	-3	16
Cn1c(=O)c2c(nc(CN3CCN(C(=O)c4ccco4)CC3)n2CCCc2ccccc2)n(C)c1=O	-1.6	-4	-4	4	.	1.1	-7	2	-6	-2	-2

Ordered by the number under Keap1-Nrf2 PPI (falling): some entries from above.
structure	Keap1-Nrf2 PPI
Cc1cccc(NCc2nc(SCC(N)=O)n[nH]2)c1	2
CCOC(=O)C(C)(C)Oc1ccc(Cl)cc1	0
CCN(CC)S(=O)(=O)c1ccc(NC(=O)COC(=O)CNS(=O)(=O)/C=C/c2ccccc2)cc1	-3

Seven compounds from above, ordered by length of the SMILES, rising.
SMILES	LANA DNA inh	SUMO Mot1 rescue	dFosB activator	Rtt109 Vps75	NSD2 inh	CDK5 inh	Cardiac RTF inh	RTF Ca sens act	PfHsp90 yeast 2	Keap1-Nrf2 PPI	PvdQ inh
Cc1ccc(CC(=O)NC2CCSC2=O)cc1 (centres undefined)	-0.3	.	7	-7	-2	-0.8	7	-1	3	-2	-2
COc1ccc(/C=C/C(=O)NCc2cccnc2)cc1	1.0	25	-2	5	-2	-1.1	1	1	-3	0	-16
Cc1cc(C)c(C)c(OCC(=O)N2CCCCCC2)c1	1.0	-14	-4	1	-1	1.5	-27	2	.	0	-7
O=C(/C=C/c1c(F)cccc1Cl)Nc1nc2ccccc2[nH]1	1.8	6	-6	-38	4	-2.0	-3	6	13	-3	-12
CCOC(=O)C1=C(N)Oc2cc(C)n(C)c(=O)c2C1c1ccncc1 (centres undefined)	0.0	694	0	-2	-4	-0.5	4	-3	.	-2	14
COc1ccc(-c2cn3c(C)c(C(=O)Nc4cccc(C)n4)sc3n2)cc1	-1.3	6	-7	-2	14	-0.1	-1	0	10	-3	16
CCCc1c(C(=O)N/N=C/c2c(OC)ccc3ccccc23)nnn1-c1nonc1N	0.3	-12	13	-14	-4	-0.5	-10	-1	3	2	0

Next section
SMILES	LANA DNA inh	SUMO Mot1 rescue	dFosB activator	Rtt109 Vps75	NSD2 inh	CDK5 inh	Cardiac RTF inh	RTF Ca sens act	PfHsp90 yeast 2	Keap1-Nrf2 PPI	PvdQ inh
CC(C)(C)NC(=O)NC(=O)CSc1ncc(C(F)(F)F)cc1Cl	1.1	4	1	2	-5	0.1	-1	4	-7	1	-4
CSc1nnnn1-c1ccc(Cl)cc1	1.1	-5	7	-1	-2	-0.5	-3	3	-6	-4	-11
COC(=O)c1ccc(C)c(NS(=O)(=O)c2ccc(OC)cc2)c1	1.4	186	-8	-9	1	0.0	5	5	-5	-1	-8
CC1(CCc2ccccc2)NC(=O)N(Cc2nnc(-c3ccccc3Br)o2)C1=O (centres undefined)	-0.9	-16	-6	-2	2	-0.1	-6	1	13	-2	-2
CCC(C(=O)Oc1c(C(C)C)cccc1C(C)C)c1ccccc1 (centres undefined)	1.0	1	-1	0	.	0.8	11	-1	10	-5	-12
COc1ccc(C2=NOC(C(=O)Nc3c(C)n(C)n(-c4ccccc4)c3=O)C2)cc1OC (centres undefined)	0.2	-7	1	0	.	0.5	-3	-5	15	4	3
CC(=O)Nc1ccc(N/C=C/C(=O)c2ccco2)cc1	-0.5	1	4	11	0	1.3	-1	-1	-8	0	-2
Cc1ccc(C(=O)NCc2ccncc2)cc1S(=O)(=O)N1CCCCC1	2.0	-5	-6	-5	9	2.2	-7	-4	-11	0	-9
NC(=O)CNC(=O)[C@@H]1CC2(CC(c3ccc(Cl)cc3)=NO2)CN1C(=O)c1ccccc1 (some centres undefined)	-1.6	28	-1	20	.	1.8	-22	-8	17	-5	12
COC(=O)C1CCN(C(=O)COC(=O)c2cc(-c3cccs3)nn2-c2ccccc2)CC1	1.5	0	-14	-2	2	-0.5	-17	1	.	-2	-10
Cc1ccnc(NC(=O)CNC(=O)c2ccc(C)s2)c1	-0.2	-11	-8	5	.	1.9	-10	3	-3	4	11
CCCC(c1nnnn1CCC(C)C)N1CCC(C(N)=O)CC1 (centres undefined)	1.1	437	-1	-3	-2	-0.6	-12	-1	-1	1	-4
CCN(C(=O)CSc1nnc(Cc2cccc3ccccc23)n1N)C1CCS(=O)(=O)C1 (centres undefined)	-0.6	11	-8	1	3	2.0	7	-6	4	-4	-3
O=C(N/N=C/c1ccc2c(c1)OCO2)c1cccc(NC(=O)c2ccccc2Cl)c1	-0.1	-12	21*	6	0	-1.7	2	-5	10	2	7
COc1ccc(C(CNC(=S)NCc2ccccc2)N2CCCC2)cc1 (centres undefined)	1.2	-6	-9	-4	8	-0.5	-5	-5	0	-2	-15
COc1ccc(CNc2ccc(S(N)(=O)=O)cc2)cc1	-1.2	11	-1	2	1	-1.9	-10	1	3	-1	-8
COc1cccc(/C=C/C(=O)OCC(=O)c2ccc(S(=O)(=O)N3CCCCC3)cc2)c1OC	0.3	41	-3	0	-6	0.8	-2	4	-31	-9	-10
CCc1nnc(NC(=O)C2CCN(S(=O)(=O)c3ccc(C)cc3)CC2)s1	-0.1	-2	2	4	-1	2.9	-8	0	-22	-3	-16
O=C(OC1CCOC1=O)c1ccc(N2CCCC2)c([N+](=O)[O-])c1 (centres undefined)	-0.2	12	-7	-2	3	0.9	-5	4	.	4	-10
CCC(=O)N1CCc2cc(S(=O)(=O)NCCCOC)ccc21	2.0	3	3	1	2	-0.4	-9	-4	3	5	15
CCCc1n[nH]c2c1/C(=N\OCC)CC(C)(C)C2	-1.7	-21	-2	-4	-3	1.9	-4	-1	20	-3	-9
CCc1cc2c(=O)c(-c3nc4ccccc4n3C)coc2c(CN2CCC(C)CC2)c1O	.	.	-4	17	.	-0.7	-1	-8	-1	6	5
CSCCC(NC(=O)c1cc([N+](=O)[O-])ccc1Cl)C(=O)O (centres undefined)	2.9	17	5	-8	-1	-1.7	-8	-1	-4	2	3
CS(=O)(=O)NNC(=O)C1Cc2c(ccc3ccccc23)O1 (centres undefined)	-0.7	13	-2	-6	-1	1.3	-1	-4	2	5	-15
CC(CN(C)Cc1ccccc1)OC(=O)c1cccc(F)c1 (centres undefined)	-0.5	-2	2	1	-3	0.8	-4	-7	-4	1	4
CCN(C(=O)CSc1n[nH]c(-c2ccccc2)n1)c1c(N)n(Cc2ccccc2)c(=O)[nH]c1=O	-0.1	-8	-5	5	0	0.7	-4	-1	1	-2	3
Cc1ccccc1NC(=O)c1cccc(S(=O)(=O)N2CCOCC2)c1	0.5	4	-7	-6	0	-1.0	2	-6	-4	-3	0
COC(=O)N/N=C/c1ccc(-c2ccc(Cl)c(Cl)c2)o1	4.6	3	-6	-4	0	1.0	0	-7	-53	-2	-3
CCc1ccc(N2CC(C(=O)OCC(=O)NC3CC3)CC2=O)cc1 (centres undefined)	-3.6	-5	-8	8	-1	-0.5	-2	0	5	-3	-9
CCOc1ccccc1N1C(=O)c2ccc(S(=O)(=O)c3ccc(C(=O)O)cc3)cc2C1=O	-4.5	-13	-2	3	0	-0.5	-13	-3	-6	2	-7

Screens as filed in PubChem.
